ATXN viability – Viability Counterscreen for Primary qHTS for Inhibitors of ATXN expression; S2 cells (HEK-293 line with an ATXN2-luciferase reporter) viability, CellTiter-Fluor protease fluorescence, 24 h; Potency, µM (doses to about 56.7 µM), usual class: cytotoxic; 400,000 tested, 0.49% active; AID 651635, 2014; also: potency is read from the fitted curve at half-maximal effect; nearly all actives have a fitted effect of over 40% in size
HT1080-NT tox – qHTS for induction of synthetic lethality in tumor cells producing 2HG: qHTS for the HT-1080-NT fibrosarcoma cell line | HT-1080-NT fibrosarcoma viability, CellTiter-Glo ATP luminescence, 48 h | Potency, µM (top dose mostly 46.1 µM), for the others: top-dose activity, negative = less viability, hits mostly cytotoxic | 360,000 tested, 1.6% active | AID 686970, 2013;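 also: NT is the 2HG producing partner of a matched IDH1 knockdown line; potency is read from the fitted curve at half-maximal effect; 0% = DMSO-treated cells and -100% = media-only wells without cells; nearly all actives have a fitted effect of over 55% in size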
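Viability of the 2HG-overproducing fibrosarcoma line after 48 hours of compound exposure at 37 degrees C was determined by luminescence with CellTiter-Glo, and concentration-effect curves were then fitted and categorized.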
IL1B secr inh – qHTS for Inhibitors of Inflammasome Signaling: IL-1-beta AlphaLISA Primary Screen | 360,000 tested, 4.7% active | activity change, % at 57.5 µM | THP-1 LPS/ATP IL-1B secretion, AlphaLISA, 16 h; hits give low values; in the data active = activity change below about -50%; inconclusive = mostly about -30% to -49%; also: % is scaled to controls: 0 for no effect and ±100 for the full control effect
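THP-1 cells pretreated 1 hr with compounds (up to 57.5 uM final), then stimulated with LPS (250 ng/mL final) plus ATP (1.25 mM final); secreted IL-1B measured by AlphaLISA after 16 hr, decreased signal indicating inhibition.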
KB-3-1 cytotox – qHTS assay for MDR1-selective chemotherapeutics: Primary screen using the parental adenocarcinoma cell KB-3-1; Potency, µM (top dose mostly 46.1 µM), inactives show top-dose activity change, negative = cytotoxic, most hits filed as cytotoxic; KB-3-1 viability, CellTiter-Glo ATP luminescence, 72 h; 400,000 tested, 1.4% active; also: potency is read from the fitted curve at half-maximal effect; % is scaled to controls: 0 for no effect and ±100 for the full control effect; nearly all actives have a fitted effect of over 60% in size
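Viability of parental KB-3-1 cells, measured by CellTiter-Glo luminescence, followed a 72 h incubation at 37 °C with pinned compounds in phenol-red-free DMEM containing 10% FBS.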
HT1080 IDH1KD tx – qHTS for induction of synthetic lethality in tumor cells producing 2HG: qHTS for the HT-1080-IDH1KD cell line; HT-1080 IDH1 knockdown viability, ATP luminescence, 48 h; Potency, µM (titrated, usually from 46.1 µM), for the others: at the highest dose activity, negative = toxicity, hits mostly cytotoxic; 360,000 tested, 2% active;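 also: potency is read from the fitted curve at half-maximal effect; 0% = DMSO wells and -100% = cell-free medium wells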
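CellTiter-Glo luminescence after 48 h compound exposure at 37 degrees C of IDH1-knockdown HT-1080 cells in 5% FBS RPMI. %Activity scaled between DMSO wells and cell-free media wells, with curves fitted and assigned curve classes.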
KB-V1 cytotox – qHTS assay for MDR1-selective chemotherapeutics: Primary screen using the drug-selected MDR subline cells KB-V1; 400,000 tested, 3.4% active; KB-V1 MDR cells viability, CellTiter-Glo, 72 h; Potency, µM (top dose mostly 46.1 µM), inactives show top-dose activity change, negative = cytotoxicity, usual class: cytotoxic; AID 1347076, 2019; also: potency is read from the fitted curve at half-maximal effect; % is scaled to controls: 0 for no effect and ±100 for the full control effect; nearly all actives have a fitted effect of over 60% in size
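KB-V1 cells (P-gp-expressing MDR subline of KB-3-1) in phenol-red-free DMEM with 10% FBS were exposed to library compounds over a concentration series for 72 h at 37 degrees C. Viability read by CellTiter-Glo luminescence; concentration-effect curves fitted after normalization.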
SW480 rerep – A quantitative high throughput screen for small molecules that induce DNA re-replication in SW480 colon adenocarcinoma cells. Potency, µM (doses to about 46.1 µM), without a hit: at the top dose re-replication activation, most hits filed as activators. SW480 DNA re-replication, Hoechst DNA content imaging, 48 h. 340,000 tested, 1.8% active. AID 624297, 2012; also: potency is read from the fitted curve at half-maximal effect; % of control where 0% means no effect; nearly all actives have a fitted effect of over 55% in size
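Quantitative HTS format with DMSO vehicle controls; 48 hr drug incubation at 37 C, then 40 min Hoechst staining and scanning imager measurement at 405 nm excitation.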
MCF10A rerep – A quantitative high throughput screen for small molecules that induce DNA re-replication in MCF 10a normal breast cells. MCF 10A DNA re-replication, Hoechst nuclear intensity, 48 h. Potency, µM (series often up to 46.1 µM), inactives show at the highest dose activity, positive = re-replication, most hits filed as activators. 350,000 tested, 2.9% active. AID 624296, 2012; also: potency is read from the fitted curve at half-maximal effect; % of control where 0% means no effect; nearly all actives have a fitted effect of over 50% in size
ATXN2 expr inh – Primary qHTS for Inhibitors of ATXN expression; HEK-293 ATXN2-luciferase reporter, luminescence, 24 h; Potency, µM (titrated, usually from 57 µM), inactives show at the highest dose activity change, negative = inhibition, actives largely listed as inhibitors; 360,000 tested, 0.72% active; AID 1745845, 2022; also: potency is read from the fitted curve at half-maximal effect; % is scaled to controls: 0 for no effect and ±100 for the full control effect; nearly all actives have a fitted effect of over 55% in size
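ATXN2-luciferase reporter cells (luciferase flanked by upstream and downstream ATXN2 gene portions) were treated 24 h at 37 °C with compounds at up to 57 uM. SteadyGlo luminescence gave expression; GF-AFC fluorescence gave viability.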
Active calls of the source: *; i = inactive; ? = inconclusive; · = no result given; & = joins results of further samples; [ ] = remark or other dose. Unless noted, calls follow the shape of the dose curve; as a rule, active = well fitted curve in the direction sought with a large enough effect; inconclusive = small, poorly fitted or top-dose-only effect, or another doubt; inactive = no such curve, though single readings can be large; an effect the other way counts as inactive or inconclusive.

item	smiles	SW480 rerep	IL1B secr inh	HT1080-NT tox	ATXN viability	MCF10A rerep	KB-V1 cytotox	KB-3-1 cytotox	ATXN2 expr inh	HT1080 IDH1KD tx
1	O=C(NCc1ccccc1Br)c1cccc2c1C(=O)c1ccc(-c3ccc(OC(F)(F)F)cc3)cc1S2(=O)=O	-6.8%	6.0	-2.3%	i	-2.5%	-9.4%	?	-14.3%	-2.9%
2	CC(=O)Nc1ccc(NC(=O)CCOc2cc(C)ccc2C)cc1	-6.2%	-2.5	-19.6%	i	27.4%	-7.5%	-3.6%	7.3%	?
3	Cn1c(SCC(=O)NC2CCCCC2)nnc1C(F)(F)F	·	-16.7	4.2%	i	·	-0.7%	19.7%	·	15.1%
4	Fc1ccccc1OCCSc1ncnc2nc[nH]c12	-39.6%[inhibitor]	-0.1	-14.5%	i	-0.6%	25.9%	-5.6%	·	-3.1%
5	CCOc1ccc(OCC)c(NC(=O)C2C3C=CC(O3)C2C(=O)O)c1 (stereo not given)	·	-24.1	4.7%	?	·	9.0%	2.8%	·	1.6%
6	O=C(Nc1ccccc1N1CCN(C(=O)c2ccc(Cl)cc2)CC1)c1cc2ccccc2o1	?	-6.9	-7.1%	i	8.6%	-14.7%	-28.5%	-10.3%	-3.6%
7	Cc1nc2ccc([N+](=O)[O-])cc2c(=O)n1Cc1cccc(Br)c1	-3.0%	?	-8.9%	i	-7.4%	?	-1.3%	-7.1%	-14.2%
8	Cc1cc(N2CCN(S(=O)(=O)c3ccc4ccccc4c3)CC2)n2ncnc2n1	-0.4%	-16.0	-5.8%	i	7.6%	?	-9.9%	-33.4%	-2.4%
9	Oc1cccc(Nc2nc(-c3ccccc3)nc3ccccc23)c1	3.5%	-91.1*	?	?	?	-9.6%&-4.2%	-0.5%&-23.9%	?	?
10	CCC1CCc2c(sc(NC(=O)c3ccoc3C)c2C(N)=O)C1 (stereo not given)	3.5%	-14.7	-23.9%	i	?	?	5.1%	13.1%	?
11	Cc1ccc(NC(=S)N2CCC(c3nc4ccccc4s3)CC2)cc1	-2.1%	-50.2*	?	i	19.7%	-22.1%	-15.3%	-4.1%	3.5%[9.24 µM]
12	Cc1c(NC(=O)Cc2ccccc2)cccc1C(=O)NN1C(=O)c2ccccc2C1=O	-46.7%[inhibitor]	0.0	10.7%	i	2.5%	?	1.1%	3.1%	4.4%
13	CCOC(=O)N1CCN(C(=O)Cn2nc(-c3ccc(Cl)cc3)ccc2=O)CC1	-6.9%	-5.8	3.0%	?	-2.2%	?	16.0%	11.4%	4.6%
14	COc1ccc(N2CCN(C(=O)CCC(=O)NNc3nc4ccccc4c4nc(C)nn34)CC2)cc1	?	0.0	0.0%	i	5.3%	20.3%&-11.9%	4.1%&-12.9%	5.6%&9.7%	5.5%
15	CS(=O)(=O)c1ccc(C(=O)Nc2ccc(S(=O)(=O)N3CCCCC3)cc2)cc1	-38.7%[inhibitor]	2.6	1.2%	?	17.2%	0.7%	2.2%	6.5%	-13.2%
16	Cc1cc(C)n(-c2nc3cc(Cl)ccc3nc2Nc2ccc(CC(=O)O)cc2)n1	·	·	·	i	·	-14.7%	-9.2%	1.5%	·
17	NC(N)=Nc1ccc(N=C(N)N)cc1	-8.0%	-1.4	8.9%	?	2.3%	0.8%	-4.6%	·	9.3%
18	CC1CCCN(C(=O)CSc2nnc(-c3cccs3)o2)C1 (stereo not given)	?	-7.0	10.6%	i	-0.6%	-26.2%	12.5%	-18.6%	9.4%
19	CSc1nnc2c(n1)OC=Nc1ccc(Br)cc1-2	-11.9%	43.2	18.6%	i	1.5%	1.6%	-1.5%	1.3%	-1.1%
20	O=C(c1ccc(COc2ccc(Cl)cc2)o1)N1CCN(Cc2ccc3c(c2)OCO3)CC1	15.3%	-75.9*	-26.9%	?	?	10.3µM*	21.0%	?	-21.6%
21	CC(C)CC1CCCC12NC(=O)NC2=O (stereo not given)	0.9%	1.7	6.2%	i	-13.4%	-0.4%	-2.1%	2.8%	1.6%
22	CCOc1ccc(CCNC(=O)CCc2nc(-c3ccc(OC)cc3)no2)cc1OCC	8.8%	-17.2	-5.1%	i	7.5%	0.0%	-18.0%	-20.0%	-3.5%
23	O=C1CCN(CCc2ccccc2)CCN1[C@H](CO)Cc1ccccc1	0.2%	2.0	1.5%	i	-7.8%	-9.9%&-29.2%	4.6%&16.8%	3.0%	1.6%
24	CC(=O)Nc1cccc(C(=O)OCC(=O)c2ccc(S(=O)(=O)N3CCCCC3)cc2)c1	-1.6%	0.0	-2.3%	i	0.1%	1.8%	8.6%	-0.9%	-0.1%
25	Cc1cccc(-c2cc3nc4c(c(N5CCOCC5)n3n2)CCCC4)c1	-0.1%	-25.9	?	i	1.0%	?	-15.1%	74.8%[activator]	?

Shown screen by screen: part of the list above
(21) CC(C)CC1CCCC12NC(=O)NC2=O (stereo not given)
(22) CCOc1ccc(CCNC(=O)CCc2nc(-c3ccc(OC)cc3)no2)cc1OCC
assay / entry,21,22
SW480 rerep,0.9%,8.8%
IL1B secr inh,1.7,-17.2
HT1080-NT tox,6.2%,-5.1%
ATXN viability,i,i
MCF10A rerep,-13.4%,7.5%
KB-V1 cytotox,-0.4%,0.0%
KB-3-1 cytotox,-2.1%,-18.0%
ATXN2 expr inh,2.8%,-20.0%
HT1080 IDH1KD tx,1.6%,-3.5%

Next entries follow:
item	smiles	SW480 rerep	IL1B secr inh	HT1080-NT tox	ATXN viability	MCF10A rerep	KB-V1 cytotox	KB-3-1 cytotox	ATXN2 expr inh	HT1080 IDH1KD tx
26	Cc1ccc(-n2ncc3c(NC4CCCCC4)ncnc32)cc1C	·	·	·	i	·	0.0%	2.9%	120.2%[activator]	·
27	CC1(C)Cc2nc(NCCN3CCOCC3)c(C#N)cc2CO1	-16.4%	-3.8	?	i	-1.6%	9.4%	4.8%	4.0%	13.4%
28	O=C(CCCn1c(=O)[nH]c2ccccc2c1=O)NCc1ccccc1Cl	·	·	·	i	·	-19.3%	-11.1%	7.8%	·
29	CCOC(=O)c1ccc(NC(=O)CCOc2ccc(OC)cc2)cc1	-7.9%	19.2	9.2%	·	-1.6%	-18.4%	24.0%	·	4.5%
30	CCOc1ccc(NC(=O)CCc2c(C)nc3nc(-c4cc(OC)cc(OC)c4)nn3c2C)cc1	·	·	·	i	·	?	?	6.3%	·
31	CCNC(=O)C1CN(S(=O)(=O)c2ccccc2)CCN1S(=O)(=O)c1ccccc1 (stereo not given)	-2.6%	-5.5	-2.0%	i	-4.7%	1.4%	2.5%	3.3%	8.8%
32	CN(C)CCNC(=O)c1cccc(-c2cnc3c(NC=O)cc(-c4ccc(S(C)(=O)=O)cc4)cn23)c1	·	-4.7	5.2%	i	·	-3.0%	21.8%	7.2%	1.6%
33	O=C(O)c1ccccc1C(=O)N1CCc2c([nH]c3ccccc23)C1C(F)(F)F (stereo not given)	-2.6%	?	-0.3%	i	2.4%	-1.2%	-2.2%	-17.9%	0.6%
34	Cc1ccc(CNC(=O)c2oc3ccc(S(=O)(=O)N4CCC5(CC4)OCCO5)cc3c2C)cc1	11.3%	0.0	-5.1%	i	?	?	-5.4%	0.0%	-2.1%
35	CC(NC(=O)Nc1ccc(F)cc1F)c1ccncc1 (stereo not given)	-35.2%[inhibitor]	4.7	4.4%	·	-1.2%	9.4%	15.7%	·	0.6%
36	O=C(Nc1ccncc1)c1ccc(F)cc1	1.0%	0.1	9.1%	i	-3.3%	?	14.2%	-1.2%	7.8%
37	Cc1cccc(C(=O)OCC(=O)NCc2ccc3c(c2)OCO3)c1C	1.0%	23.1	0.6%	i	1.6%	26.4%	1.5%	·	16.1%
38	CC(C)=CCN1CCN(Cc2ccc(C#CC(C)(C)O)s2)CC1CCO (stereo not given)	-11.2%	-17.7	8.2%	i	6.0%	-27.9%	-9.4%	-36.1%[11.3 µM]	5.7%
39	O=C(N/C(=C\c1ccco1)C(=O)N1CCCC(CO)C1)c1ccccc1 (stereo not given)	-3.5%	14.0	7.6%	i	-2.3%	1.2%	?	11.7%	13.1%
40	CC(=O)C1=C(C)NC(SCC(=O)c2ccccc2)=C(C#N)C1CC(C)C (stereo not given)	13.1%	-6.9	-5.8%	i	?	-1.3%	-6.4%	9.5%	-7.3%
41	Cc1cccn2c(=O)nc(SCC(=O)N3CCN(c4ccccc4)CC3)nc12	-6.4%	-10.1	-0.9%	i	-3.0%	-11.4%	-2.0%	-7.6%	-0.6%
42	O=c1c2ccccc2[nH]c(=S)n1CCCn1ccnc1	?	-6.0	4.6%	i	5.5%	-11.0%	24.7%	5.0%	12.1%
43	Cc1ccc(C(=O)NC(=S)N2CC(C)OC(C)C2)cc1[N+](=O)[O-] (stereo not given)	?	17.6	3.55µM*	i	-2.4%	?	1.2%	-1.1%	2.82µM*
44	O=C(NCCc1ccc(Cl)cc1)c1nc(-c2cccc(F)c2)n2c1CCCCC2	·	·	·	?	·	11.8%	-2.6%	?	·
45	C/C(=N\NC(=O)c1cc(-c2ccc(O)cc2)nc2ccccc12)c1cccnc1	?	i	-10.7%	i	4.4%	-12.3%	17.6%	0.5%	-5.0%
46	CCCn1cc(CN2CCCC(C(=O)c3cccc(OC(C)C)c3)C2)c(C)n1 (stereo not given)	-6.6%	13.6	9.4%	i	20.3%	-19.9%	-11.1%	-28.8%	5.9%
47	O=C1NC(=S)SC1=Cc1ccccc1Br	1.4%	-9.9	?	i	14.6µM*	-8.8%	?	11.7%	?
48	O=C(Nc1ccc2[nH]ncc2c1)c1ccccc1Cl	-10.8%	?	-9.5%	i	0.9%	-22.5%	-3.9%	-7.4%	-10.5%
